# Compound activity (PubChem BioAssay)
# ROC1-CUL1 inh: inhibitors of human ROC1-CUL1 ubiquitin ligase activity | E3 ubiquitin-protein ligase RBX1 (Homo sapiens) + Cullin-1 (Homo sapiens), P62877+Q13616 | in vitro K48 di-Ub FRET, acceptor:donor ratio, 45 min | inhibition, % at 10 µM | hit rate 0.6% among 140,000; in the data active = inhibition above about 25%
# Target sequence (P62877 whole entry, looked up): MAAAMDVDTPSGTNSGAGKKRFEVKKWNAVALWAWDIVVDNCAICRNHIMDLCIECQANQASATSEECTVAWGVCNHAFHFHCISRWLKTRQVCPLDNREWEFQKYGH
# Target sequence (Q13616 whole entry, looked up): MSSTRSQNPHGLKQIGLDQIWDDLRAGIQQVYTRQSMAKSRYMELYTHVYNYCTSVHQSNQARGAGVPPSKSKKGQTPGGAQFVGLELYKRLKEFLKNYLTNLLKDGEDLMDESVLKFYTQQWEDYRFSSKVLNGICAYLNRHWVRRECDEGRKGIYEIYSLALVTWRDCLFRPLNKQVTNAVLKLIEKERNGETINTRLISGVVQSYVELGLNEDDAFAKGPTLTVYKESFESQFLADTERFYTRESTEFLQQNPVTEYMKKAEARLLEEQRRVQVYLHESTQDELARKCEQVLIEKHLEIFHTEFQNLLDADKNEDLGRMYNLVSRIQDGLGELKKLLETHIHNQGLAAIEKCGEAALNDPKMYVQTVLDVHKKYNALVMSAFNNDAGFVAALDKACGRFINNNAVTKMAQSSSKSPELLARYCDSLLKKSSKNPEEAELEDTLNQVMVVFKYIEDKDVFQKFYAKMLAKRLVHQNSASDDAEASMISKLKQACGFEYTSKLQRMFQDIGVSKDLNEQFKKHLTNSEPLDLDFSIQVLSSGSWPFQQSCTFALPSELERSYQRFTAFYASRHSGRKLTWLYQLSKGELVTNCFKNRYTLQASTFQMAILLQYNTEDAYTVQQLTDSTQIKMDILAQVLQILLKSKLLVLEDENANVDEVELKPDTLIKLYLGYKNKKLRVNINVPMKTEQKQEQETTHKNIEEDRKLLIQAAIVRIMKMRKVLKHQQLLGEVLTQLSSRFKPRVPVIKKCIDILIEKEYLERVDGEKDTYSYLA
# Numbers without * were called inactive. These rows are one share of the data (hit frequency here may not be typical).
Molecule | ROC1-CUL1 inh
COc1ccccc1-c1nc2ccccc2o1 | 7
COc1cc(OC)c(/C=N/n2c(-c3ccccc3)n[nH]c2=S)c(OC)c1 | -2
CCOC(=O)c1nnn(C(CC)C(=O)Nc2c(C)cccc2C)c1C(=O)OCC (stereo unspecified) | -11
COc1cccc(CNC(=O)CCn2cnc3ccccc3c2=O)c1 | -8
CCc1cccc2c(SCC(=O)Nc3ccccc3OC)nc(-c3ccccc3)nc12 | 0
Cc1ccc(C(=O)C2C(=O)C(=O)N(c3cccc(C(=O)O)c3)C2c2ccc([N+](=O)[O-])cc2)cc1 (stereo unspecified) | 1
CCN1CCN(S(=O)(=O)Cc2cccc(Cl)c2)CC1 | -7
Cc1cc(C)nc(SC2=CC(=O)CC(C)(C)C2)n1 | 4
Cc1ncc2c(c1CNC(=O)/C=C/c1cccs1)CCN(C(=O)c1ccc3nccnc3c1)C2 | 10
CCc1ccc(OCC(=O)Nc2ccc3oc(-c4ccc(OC)cc4)nc3c2)cc1 | 9
CCCCCCCC1S/C(=N/N=C/c2cccs2)NC1=O (stereo unspecified) | -9
O=C1C=CN(C(=O)Oc2ccccc2)CC1 | 9
Cc1cc2nnc(SCC(=O)c3ccc(Br)cc3)n2c2ccccc12 | 6
CCc1ccc(-n2nnc(C(=O)Nc3cccc(Cl)c3C)c2C)cc1 | -3
CCN1N=C(c2ccc(Cl)s2)CSC1=O | 4
Cc1ccc2oc(-c3cccc(NC(=O)c4cccc5c(Cl)cccc45)c3)nc2c1 | 3
CCC(C)(C)C1CCc2c(sc(NC(=O)/C=C/c3ccc4c(c3)OCO4)c2C(=O)OC)C1 (stereo unspecified) | -4
O=[N+]([O-])c1cccc(NN=Nc2ccc(Cl)cc2)c1 | -9
CCC(=O)NNC(=S)NC(=O)c1ccc([N+](=O)[O-])cc1 | 7
COc1cccc(NC(=O)Cn2c(=O)n(-c3cccc(OC)c3)c(=O)c3sc4ccccc4c32)c1 | 0
COc1ccccc1OCC(=O)N(Cc1ccc(N(C)C)cc1)CC1CCCO1 (stereo unspecified) | -5
O=C(CN1CCN(c2ccccc2F)CC1)Nc1ccc(F)c(F)c1 | 4
NC(=S)N=C1CCN(c2ccccc2)N1 | 11
CCOC(=O)c1c(N)nn(C(=O)c2ccccc2)c1-c1ccccc1 | 12

# Pulled one by one from the list above (two):
Molecule | ROC1-CUL1 inh
CCc1ccc(OCC(=O)Nc2ccc3oc(-c4ccc(OC)cc4)nc3c2)cc1 | 9
O=[N+]([O-])c1cccc(NN=Nc2ccc(Cl)cc2)c1 | -9

# Copied from the list:
# `CCC(C)(C)C1CCc2c(sc(NC(=O)/C=C/c3ccc4c(c3)OCO4)c2C(=O)OC)C1` (stereo unspecified) – ROC1-CUL1 inh = -4
# `COc1ccccc1OCC(=O)N(Cc1ccc(N(C)C)cc1)CC1CCCO1` (stereo unspecified) – ROC1-CUL1 inh = -5
# `O=[N+]([O-])c1cccc(NN=Nc2ccc(Cl)cc2)c1` – ROC1-CUL1 inh = -9

# (list continues)
Molecule | ROC1-CUL1 inh
CCOc1ccc2nc(N3C(=O)C(=O)C(C(=O)c4cccs4)C3c3ccc(C)cc3)sc2c1 (stereo unspecified) | -2
O=c1c(-c2ccccc2)c(Cl)c2cccc3c2n1CC3 | -1
Nc1c(C(=O)Nc2ccc(F)c(Cl)c2)sc2nc3c(c(C(F)(F)F)c12)CCC3 | 5
C=CCN1C(=O)N=C(Cc2cn(Cc3ccccc3F)c3ccccc23)C1=O | -2
O=C(CCS(=O)(=O)c1cc(Br)cc2c1N(C(=O)C1CC1)CC2)N1CCN(c2ccc(F)cc2)CC1 | -10
COc1ccc(S(=O)(=O)N(CCc2ccccc2)CC(=O)NCc2ccc(C)cc2)cc1 | 3
CCOC(=O)CC1COCCN1C(=O)Cn1nnnc1CN1CCCC1 (stereo unspecified) | 2
O=S(=O)(Nc1ccc2c(c1)oc1ccccc12)N1CCCCC1 | 7
O=C(NNC(=O)c1cccs1)NC12CC3CC(CC(C3)C1)C2 | -14
O=C(CC(F)(F)F)N1CCC(C2CCN(c3ncccn3)CC2)C1 (stereo unspecified) | 0
COc1ccc(-c2noc(CN(C(=O)c3cc(OC)c(OC)cc3OC)C(C)C)n2)cc1 | 5
COC(=O)CSc1nc2sc3c(c2c(=O)n1-c1ccc(OC)cc1)CCC3 | 5
COc1cc(-c2noc(-c3ccc(NC4CCCC4)c([N+](=O)[O-])c3)n2)cc(OC)c1OC | 5
O=C(Nc1ccc(Cl)cc1-c1nc2ccccc2s1)c1ccc(Br)o1 | -5
O=C(O)[C@@H]1CSC(c2ccc([N+](=O)[O-])cc2)N1 (stereo partly specified) | 2
CN1CCCCC1CCNC(=O)c1ccc(N2CCOCC2)nc1 (stereo unspecified) | 7
Cc1ccc(CCNC(=O)CN2C(=O)COc3ccc(S(=O)(=O)N4CCC(C)CC4)cc32)cc1 | 2
O=c1c2ccccc2n2c(-c3ccc(Cl)cc3)nnc2n1CCc1ccccc1 | -8
COc1cccc(CCc2nnc(CCC(=O)N3CCCCC3CCO)o2)c1 (stereo unspecified) | 2
O=C(Nc1cccc(Br)c1)N1CCC(CN2CCCCC2)CC1 | -3
O=C(NCCc1cscn1)c1coc(CN2CCN(c3ccccc3F)CC2)n1 | -2
Cc1ccc2nc(CSc3nnc(NC(=O)COc4ccccc4)s3)cc(=O)n2c1 | 6
Cn1nnc2cc(NC(=O)N3CCN(c4ccccc4)CC3)ccc21 | 11
Cc1cc(F)ccc1NC(=O)CCSc1nc(-c2ccco2)cc(C(F)(F)F)n1 | 18
Fc1cccc(CN2CCc3[nH]nc(-c4ccccc4)c3C2)c1 | -3
CCc1ccccc1NC(=O)CSc1ncc2c(n1)-c1ccccc1N(Cc1ccc(C)cc1)S2(=O)=O | -10
COC(=O)c1c(C)oc2ccc(O)c(CN(C)C)c12 | 4
Cc1sc(NC(=O)COC(=O)c2ccccc2)nc1-c1ccccc1 | 0
COc1ccc(NC(=O)c2cc(-c3ccccc3)on2)cc1OC | -1
CCN(C)CC1(O)CCCN(Cc2ccc(C(C)C)cc2)C1=O (stereo unspecified) | 0
O/N=C1/CC(O)(C(F)(F)F)Oc2ccccc21 (stereo unspecified) | 4
CC(Oc1ccc(Br)cc1Br)C(=O)Nc1cccnc1 (stereo unspecified) | -5
CC(Oc1cc(Cl)c(Cl)cc1Cl)C(=O)NCc1ccccc1 (stereo unspecified) | 4
O=C(CC(c1ccccc1)c1ccccc1F)N1CCN(C(=O)c2ccco2)CC1 (stereo unspecified) | 2
O=C(Cn1cnc2ccccc2c1=O)Nc1ccc2ccccc2c1 | -12
CCCc1[nH]nc2c1C(c1cccc(OC)c1OC)C(C#N)C(=N)O2 (stereo unspecified) | -1
COc1ccc(OC)c(NC(=O)C2C3C=CC(C4CC34)C2C(=O)O)c1 (stereo unspecified) | -6
Cc1c(Cl)cccc1NC(=O)CC1NCCNC1=O (stereo unspecified) | 10
CCOC(=O)C1C(=N)OC2=C(C(=O)CC(C)(C)C2)C1c1ccc2c(c1)OCO2 (stereo unspecified) | 5
CCOc1cc(CNc2ccc(C)c(Cl)c2)cc(Cl)c1OCc1ccc(Cl)cc1Cl | -5
COc1ccc(C(=O)Nc2ccc(S(=O)(=O)Nc3nccc(C)n3)cc2)cc1 | 9
O=C(OC(C(=O)c1ccccc1)c1ccc(Cl)cc1)c1cnccn1 (stereo unspecified) | 2
N=C1NC(=O)/C(=C/c2c(F)cccc2Cl)S1 | -10
CCc1c2c(c(=O)n(-c3ccccc3)c1-c1ccccc1)C(=O)C(I)C(=O)O2 (stereo unspecified) | -7
CN(CCOC(=O)c1cccc(F)c1)C(C)(C)C | -6
COc1cccc2c1cc1c(=O)n(CC(=O)O)nc(C)n12 | 0
Cc1ccc(-c2nc3c(sc4ncccc43)c(=O)o2)cc1 | -1
Cc1onc(-c2ccccc2Cl)c1C(=O)Nc1nc(-c2cccc3ccccc23)cs1 | 0
N=C1N=C(c2ccc3c(c2)OCCO3)CO1 | -4
CN1C(Cl)=Nc2cccc3cccc1c23 | 1
CC1CCN(C(=O)c2ccc3c(c2)CC(C)N3S(C)(=O)=O)CC1 (stereo unspecified) | 6
CCOc1cc(Cl)c(NC(=O)CC)cc1OCC | -2
CCc1ccc(-c2cn3c(C(=O)N(C)C4CCOC4)csc3n2)cc1 (stereo unspecified) | 8
COc1ccc(C2Nc3ccccc3N=C3CC(C)(C)CC(=O)C32)cc1OCc1ccccc1 (stereo unspecified) | 3
Nc1ncc(-c2nnnn2-c2ccccc2)c(-c2ccccc2F)n1 | 0
CCC(C(=O)NCCc1ccccc1)n1nc(C)c2sc3ccccc3c2c1=O (stereo unspecified) | -7

# More results.
Molecule | ROC1-CUL1 inh
COC(=O)c1ccc(C2C3C(=O)N(c4ccc(OC)cc4)C(=O)C3ON2c2ccccc2)cc1 (stereo unspecified) | 0
O=C(Nc1ccc(F)cc1F)c1cc(-c2ccc3c(c2)OCO3)on1 | -3
COc1cc(OC)cc(C(=O)NC(C)c2ccccc2)c1 (stereo unspecified) | -3
CCOC(=O)c1sc2ccccc2c1S(=O)(=O)N1CCN(c2cc(C)ccc2C)CC1 | 0
Oc1ccccc1/C=N/Nc1nc(-c2ccc(Cl)cc2)cs1 | -7
O=C(CCn1c(=O)c2cccn2c2cccnc21)N1CCN(c2ccc(Cl)cc2)CC1 | -2
Cc1ccc(CCNC(=O)Cn2c(-c3cccs3)cc3ccccc32)cc1 | -1
COc1ccccc1-n1nnc(C(=O)NC2CC(C)(C)NC(C)(C)C2)c1C | 3
O=C(Cc1cccc(F)c1)N1CCOc2ccc(CN3CCN(Cc4ccccn4)CC3)cc2C1 | 5
CCOC(=O)C(NCc1ccc(F)cc1)(NC(=O)c1ccc(Cl)cc1Cl)C(F)(F)F (stereo unspecified) | 1
O=C(/C=C/c1cn(CC(O)CN2CCc3ccccc32)c2ccccc12)c1ccccc1 (stereo unspecified) | 2
Cc1cc(Oc2nc3ccccn3c(=O)c2/C=C(\C#N)c2nc3ccccc3s2)ccc1Cl | 2
Cc1c(Cl)cccc1-n1nnc(C(=O)NC2CCS(=O)(=O)C2)c1C (stereo unspecified) | 6
COc1ccc(NC(=O)C2CC(=O)N(c3ccc(C)cc3)C2)cc1Cl (stereo unspecified) | 12
CCCc1ccc(S(=O)(=O)Nc2ccc(Cl)cn2)cc1 | 12
CCOc1ccc2nc(N3CCC(C(=O)Nc4ccc(Br)cc4F)CC3)sc2c1 | 0
Cc1noc(C)c1CN1CCC(n2cc(-c3ccccn3)nn2)CC1 | 3
Cc1ncoc1C(=O)N1CCc2ccc(NC(=O)Cc3ccccc3F)cc2C1 | -2
CCS(=O)(=O)c1ncc(CN2CCCC2)n1CCc1ccccc1 | 8
O=S(=O)(NC1Cc2ccccc2C1)c1ccccc1 | 6
COc1ccc(S(=O)(=O)N(CC(=O)Nc2cccc3ccccc23)c2ccc(C)cc2)cc1 | 4
Cc1cccc(NC(=O)c2ccc3nc(C(C)C)oc3c2)c1C | 13
NC(=O)COc1ccc(C(=O)/C=C/c2ccccc2)cc1 | -5
Cc1ccc(C(O)(CCC(=O)NNc2ccccc2)c2ccc(C)cc2)cc1 | -8
Cc1ccc(-c2cc(C(=O)NC3CCC(NC(=O)c4cc(-c5ccc(C)cc5C)nc5ccccc45)CC3)c3ccccc3n2)c(C)c1 (stereo unspecified) | -6
C/C(=N/OC(=O)c1cccc2ccccc12)c1ccc(C)cc1 | -4
CCCCC(CC)C(=O)NCc1ccccc1 (stereo unspecified) | -14
CCN1CCCn2c1nc1c2c(=O)n(C)c(=O)n1C | 1
CC1CCCN(c2cc3c(cc2F)c(=O)c(S(=O)(=O)c2cccc(Cl)c2)cn3C)C1 (stereo unspecified) | 1
C#CCOc1ccc(/C=C2/C(=O)NN(c3ccccc3)C2=O)cc1OC | 10
CNC(=S)N/N=C/c1cn(Cc2c(F)cccc2Cl)c2ccccc12 | -3
CCN(C(=O)Cc1c[nH]c2ccccc12)C1(C(=O)Nc2cccc(C)c2)CCCCC1 | -5
O=C(O)c1cccc(-c2ccc(-c3nc4sc5c(c4c(=O)[nH]3)CCCC5)o2)c1 | 97*
O=C(NCc1ccc2c(c1)OCO2)c1nn(C23CC4CC(CC(C4)C2)C3)cc1[N+](=O)[O-] | -3
CC(=O)c1[nH]c(C(=O)O)c(C(=O)O)c1C | 5
CCN1CCN(c2nc(CSc3nnc(C)s3)cc(=O)[nH]2)CC1 | 4
Cc1c(Cl)cccc1NS(=O)(=O)c1ccc([N+](=O)[O-])cc1 | 1
CCOC(=O)c1c(NC(=O)CSc2nccn2C)sc2c1CCCCC2 | 3
CCC(CC)C(=O)Nc1ccc(I)cc1 | 3
Oc1c(Cl)cc(Cl)cc1/C=N/N=C1\SC(=Nc2ccccc2)C(=Nc2ccccc2)N1c1ccccc1 | -7
COc1ccc(Nc2nc3c(S(=O)(=O)c4ccccc4)nnn3c3ccc(Cl)cc23)cc1OC | -4
COc1ccc(CN2CCc3nc(N4CCN(c5ccc(F)cc5)CC4)ncc3C2)c(OC)c1OC | 3

# An excerpt from above in order of number of heavy atoms, low to high.
Molecule | ROC1-CUL1 inh
CCC(CC)C(=O)Nc1ccc(I)cc1 | 3
CCCCC(CC)C(=O)NCc1ccccc1 (stereo unspecified) | -14
CCN1CCCn2c1nc1c2c(=O)n(C)c(=O)n1C | 1
Cc1c(Cl)cccc1NS(=O)(=O)c1ccc([N+](=O)[O-])cc1 | 1
C/C(=N/OC(=O)c1cccc2ccccc12)c1ccc(C)cc1 | -4
CNC(=S)N/N=C/c1cn(Cc2c(F)cccc2Cl)c2ccccc12 | -3
C#CCOc1ccc(/C=C2/C(=O)NN(c3ccccc3)C2=O)cc1OC | 10
O=C(O)c1cccc(-c2ccc(-c3nc4sc5c(c4c(=O)[nH]3)CCCC5)o2)c1 | 97*
CC1CCCN(c2cc3c(cc2F)c(=O)c(S(=O)(=O)c2cccc(Cl)c2)cn3C)C1 (stereo unspecified) | 1
CCN(C(=O)Cc1c[nH]c2ccccc12)C1(C(=O)Nc2cccc(C)c2)CCCCC1 | -5
COc1ccc(Nc2nc3c(S(=O)(=O)c4ccccc4)nnn3c3ccc(Cl)cc23)cc1OC | -4
COc1ccc(CN2CCc3nc(N4CCN(c5ccc(F)cc5)CC4)ncc3C2)c(OC)c1OC | 3
Oc1c(Cl)cc(Cl)cc1/C=N/N=C1\SC(=Nc2ccccc2)C(=Nc2ccccc2)N1c1ccccc1 | -7
Cc1ccc(-c2cc(C(=O)NC3CCC(NC(=O)c4cc(-c5ccc(C)cc5C)nc5ccccc45)CC3)c3ccccc3n2)c(C)c1 (stereo unspecified) | -6
